# FUS suppressor – suppressors of FUS proteinopathy in yeast; AID 1347120; S. cerevisiae FUS-expressing, growth rescue, OD600, 24 h; 390,000 compounds, 0.24% hits; Potency, µM (highest dose often 76.6 µM), for inactives: at the highest dose growth rescue (activation), hits mostly activators;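 note: potency is the fitted concentration of half-maximal effect; plate controls were DMSO vehicle for no effect and reference control for full effect; nearly all actives have a fitted effect of over 55% in size; some results filed as inactive show a strong effect at the top dose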
#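 Cultures pregrown in 2.5% raffinose medium are shifted to minimal medium containing 2% galactose to express toxic FUS. Compounds are tested at several concentrations. After 24hr at 30C, growth is quantified at 600 nm absorbance.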
# WRN helicase inh – WRN helicase (human) inhibition; AID 651768; 360,000 compounds, 0.46% hits; WRN helicase unwinding, fluorescent forked duplex, kinetic; Potency, µM (series often up to 114 µM), inactives show at the highest dose activity change, negative = inhibition, actives largely listed as inhibitors; note: potency is the fitted concentration of half-maximal effect; % is set by controls: 0 for no effect and ±100 for the full control effect; nearly all actives have a fitted effect of over 55% in size
#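 WRN at 20 nM final preincubated with compound 15 min at room temperature; reaction started with 100 nM fluorophore/quencher forked duplex oligonucleotide and 2 mM ATP final. Unwinding followed kinetically by red fluorescence (ex 525, em 598 nm).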
# Abeta yeast res – A-beta toxicity reversal in yeast | yeast expressing A-beta42, growth rescue, OD600, 48 h; response scale: 0% DMSO, 100% iron-clioquinol control | Potency, µM (highest dose often 46.1 µM), without a hit: at the top dose growth rescue, most hits filed as activators | 410,000 compounds, 0.063% hits | AID 1347071; note: potency is the fitted concentration of half-maximal effect; nearly all actives have a fitted effect of over 55% in size
#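 Growth rescue measured by 600 nm absorbance after 48 h yeast culture at 30 C with compound. Values normalized between DMSO and an equimolar ferric chloride plus clioquinol control.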
# IL-2 act – IL-2 activation. IL-2 activation reporter assay, cell-based qHTS; stimulated with anti-CD3/CD4/CD28 beads; in transgenic mouse T cells. AID 652025. activation, % (series mostly up to about 46 µM). 360,000 compounds, 0.065% hits; in the data active = activation above about 50%; inconclusive = mostly about 30% to 49%; note: 0% is about no effect
#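 Screening format: compound pinned onto unstimulated transgenic mouse T cells, 60 min incubation, then anti-CD3/anti-CD4/anti-CD28 bead stimulation for 18 hours at 37 degrees C, followed by EGFP and DsRed detection.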
# EPAC1 agonist – activates human EPAC1 exchange factor; Potency, µM (highest dose often 154 µM), without a hit: at the top dose activation, usual class: activators; EPAC1 agonist qHTS, biochemical assay; response scale: 100% = response to 6.5 mM cAMP; O95398; 360,000 compounds, 0.073% hits; note: potency is the fitted concentration of half-maximal effect; nearly all actives have a fitted effect of over 60% in size
#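 Read-out is the fluorescence drop as BODIPY-GDP leaves Rap1B (480 nm excitation, 540 nm emission), recorded every 5 minutes over 30 minutes. Reactions held 100 nM EPAC1, 250 nM Rap1B–BODIPY-GDP and 50 uM GDP, with 6.5 mM cAMP setting full activation.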
# EPAC1 antagonist – antagonists of human EPAC1; O95398; EPAC1 GEF assay, Rap1b-BODIPY-GDP exchange fluorescence; Potency, µM (top dose mostly 115 µM), without a hit: at the top dose activity change, negative = inhibition, usual class: inhibitors; 360,000 compounds, 0.14% hits; AID 720709;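 note: potency is the fitted concentration of half-maximal effect; plate controls were vehicle for no effect and positive control for full effect; nearly all actives have a fitted effect of over 50% in size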
# PLK1 PBD inh – blocks phosphopeptide binding to human PLK1 polo-box domain; AID 720504; Potency, µM, for inactives: max response, negative = inhibition, hits mostly inhibitors; P53350; 360,000 compounds, 2.8% hits; Plk1 PBD binding of FITC phosphopeptide, fluorescence polarization; note: potency is the fitted concentration of half-maximal effect; series mostly up to about 57 µM; % is set by controls: 0 for no effect and ±100 for the full control effect; nearly all actives have a fitted effect of over 65% in size
# Target sequence (P53350 whole entry, looked up, the tested form may be a part): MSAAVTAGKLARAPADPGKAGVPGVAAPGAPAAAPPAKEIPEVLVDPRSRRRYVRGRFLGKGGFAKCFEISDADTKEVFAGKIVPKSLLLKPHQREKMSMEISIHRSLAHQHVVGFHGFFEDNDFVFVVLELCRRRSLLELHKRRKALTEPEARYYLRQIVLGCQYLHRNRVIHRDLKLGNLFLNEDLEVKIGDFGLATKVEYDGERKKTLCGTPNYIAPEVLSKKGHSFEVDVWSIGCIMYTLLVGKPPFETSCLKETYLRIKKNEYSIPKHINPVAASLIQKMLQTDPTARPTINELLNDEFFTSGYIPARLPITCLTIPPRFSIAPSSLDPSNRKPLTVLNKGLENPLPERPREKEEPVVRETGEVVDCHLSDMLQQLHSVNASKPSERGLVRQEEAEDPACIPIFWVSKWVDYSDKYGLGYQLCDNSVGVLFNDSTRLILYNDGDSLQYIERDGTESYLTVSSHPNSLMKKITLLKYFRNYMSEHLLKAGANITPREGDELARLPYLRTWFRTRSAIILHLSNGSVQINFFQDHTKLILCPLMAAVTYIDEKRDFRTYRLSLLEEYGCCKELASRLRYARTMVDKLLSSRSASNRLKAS
# aSyn rescue – inhibitors of alpha-synuclein toxicity in yeast; Yeast expressing alpha-synuclein, growth rescue, BacTiter-Glo, 24 h; Potency, µM (top dose mostly 46.1 µM), for the others: top-dose growth rescue (activation), hits mostly activators; 370,000 compounds, 0.14% hits; AID 652106; note: potency is the fitted concentration of half-maximal effect; % of control where 0% means no effect; nearly all actives have a fitted effect of over 65% in size
#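 Galactose-induced alpha-syn yeast (OD600=0.02, raffinose-pregrown) + pinned cpd, 24 hr, 30 deg C; growth by BacTiter-Glo luminescence. Growth restoration scores as activation.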
# PI5P4K alpha inh – PI5P4K alpha (human) kinase inhibition | PI5P4Kalpha enzyme, ADP-Glo luminescence, 60 min; hits give low values | P48426 | 330,000 compounds, 1.2% hits | max response, % | AID 652105; active = max response of -50% or lower; inconclusive = between -30% and -50%; inactive = -30% or higher; note: value at the top dose of about 77 µM; % is set by controls: 0 for no effect and ±100 for the full control effect
# Target sequence (P48426 whole entry, looked up): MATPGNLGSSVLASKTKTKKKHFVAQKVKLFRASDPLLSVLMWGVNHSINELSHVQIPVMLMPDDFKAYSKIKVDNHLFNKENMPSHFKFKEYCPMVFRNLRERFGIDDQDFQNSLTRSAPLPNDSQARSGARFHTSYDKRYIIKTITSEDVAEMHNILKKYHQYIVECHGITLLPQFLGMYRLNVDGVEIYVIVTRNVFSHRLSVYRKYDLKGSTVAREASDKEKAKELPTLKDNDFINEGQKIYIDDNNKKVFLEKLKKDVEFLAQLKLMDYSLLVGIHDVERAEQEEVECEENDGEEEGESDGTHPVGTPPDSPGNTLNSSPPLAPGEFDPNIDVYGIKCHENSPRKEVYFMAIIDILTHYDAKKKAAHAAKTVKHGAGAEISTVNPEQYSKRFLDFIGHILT
#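 Controls without substrate or without enzyme flank wells where PI5P4Kalpha converts substrate using 5 microM ATP (final). Incubation lasts 60 minutes at room temperature; ADP formed is read by ADP-Glo luminescence.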
# * hit, by the source's call; ? = inconclusive; / = not tested or not shown; [ ] = dose if it differs, or a comment. Unless noted, calls come from the whole dose curve; as a rule, active = well fitted curve in the direction sought with a large enough effect; inconclusive = small, poorly fitted or top-dose-only effect, or another doubt; inactive = no such curve, though single readings can be large; an effect the other way counts as inactive or inconclusive.
SMILES	FUS suppressor	aSyn rescue	PI5P4K alpha inh	EPAC1 agonist	EPAC1 antagonist	WRN helicase inh	IL-2 act	Abeta yeast res	PLK1 PBD inh
Cc1ccc(S(=O)(=O)N2CCN(c3nc4ccccc4nc3-n3nc(C)cc3C)CC2)cc1	22%	1%	10	11%	-17%	-16%	0.5	?	1%
NC(=O)c1ccccc1OCC(=O)Nc1ccc2c(c1)CCC2	-4%	0%	4	8%	-6%	0%	0.5	-14%	2%
Cn1c(/C=C/c2ccc(Br)cc2)c([N+](=O)[O-])c(=O)n(C)c1=O	11%	0%	-9	2%	-15%	-13%	-6.4	-38%	-7%
Cc1cc(SCC(=O)c2cc3ccccc3o2)nc2ccccc12	19%	10%	/	23%	9%	-34%	-1.6	4%	-17%
CC(=O)Cc1nsc(NC(=O)c2ccco2)n1	-12%	8%	/	0%	9%	-3%	-1.6	-1%	-7%
COc1ccccc1C1CCN(c2ccc([N+](=O)[O-])cn2)CC1	-12%	1%	3	-2%	7%	-5%	-2.5	-11%	2%
CCOC(=O)CN1C2=NCCN2c2ccccc21	-52%	-3%	-4	-7%	2%	-13%	-3.0	24%[9.22 µM]	1%
C(=N\Nc1nc2ccccc2[nH]1)/c1ccc2c(c1)OCO2	12%	-2%	3	-3%	-8%	-4%	-0.3	2%	0%
CCCNC(=O)c1cc2ccccc2c(=O)o1	/	2%	-5	5%	-6%	-3%	1.4	6%	3%
Fc1cccc(CSc2ccc(-c3ccco3)nn2)c1	/	-12%	-16	0%	8%	-24%	0.2	-16%	-8%
Cc1ccccc1NC(=O)c1ccc2c(c1)CCN2S(C)(=O)=O	-5%	-5%	1	8%	-13%	-2%	0.5	0%	-28%
CC(C)c1nnc(NC(=O)CCC(=O)N2CCN(C3CCCCC3)CC2)s1	-7%	0%	/	-2%	19%	3%[57.1 µM]	-2.3	-2%	-9%
Cc1cc2n(n1)SC(Nc1ccc(F)c(Cl)c1)N2 (stereo not drawn)	21%	-24%	/	7%	-5%	1%	-1.1	13%	-14%
COc1ccc(NC(=O)Cn2ncc(Cl)c(Cl)c2=O)cc1S(=O)(=O)N1CCOCC1	/	0%	-78*	6%	?	?	-0.4	8%	?
CC1CC(C)CN(C(=O)COC(=O)c2ccc(Cl)nc2)C1 (stereo not drawn)	-14%	1%	4	3%	-4%	-1%	0.2	0%	-3%
CN(C)c1ccc(/C=N/NC(=O)c2cccc(N3CCCC3=O)c2)cc1	-1%	-8%	4	0%	14%	0%	-0.9	-24%	-4%
O=C(CSc1nnnn1-c1ccccc1)N1CCN(C(=O)c2ccco2)CC1	15%	1%	1	-2%	-1%	-3%	0.0	-14%	-10%
Cc1nnc(SCC(=O)NNC(=O)COc2ccc(Br)cc2)n1C	-9%	-5%	-3	6%	-26%	3%	2.8	4%	2%
COc1ccccc1C(=O)Nc1ccc(S(=O)(=O)Nc2nccs2)cc1	6%	10%	-9	-3%	-12%	2%	1.0	-16%	4%
C#CCOCCOCCOCCNc1nc(N2CCN(C(=O)CCCCCCCCCCNC(=O)[C@H]([C@@H](C)CC)n3cc(CCCCCN)nn3)CC2)nc(N2CCN(C(=O)CCCCCCCCCCNC(=O)[C@@H]([C@H](C)O)n3cc(C)nn3)CC2)n1	13µM*	-53%[inhibitor]	?	-5%	?	56µM*	-0.9	1%	-22%
Cc1nc2ccccc2nc1OCc1ccc([N+](=O)[O-])cc1	13%	0%	-2	11%	31%[activator]	8%	-0.8	4%	-5%
COc1ccc(S(=O)(=O)Nc2ccc3c(c2)OCCO3)cc1Cl	0%	12%	1	3%	8%	6%	-0.6	17%	4%
COc1ccc(Nc2nc(NC(C)(C)C)nc(N3CCOCC3)n2)c(OC)c1	13%	-1%	-1	1%	-9%	-8%	-1.3	-11%	?
COc1ccc(/C=N/OCC(=O)N(Cc2ccccc2)c2ccccc2C(=O)O)cc1	16%	8%	-9	-6%	13%	-2%	-0.6	6%	-16%
COC(=O)c1nnn(CC(=O)NC(=O)Nc2cccc(Cl)c2C)c1C(=O)OC	12%	-6%	-6	-4%	-8%	-3%	1.7	8%	-13%
CCCCn1nnnc1NCc1ccc(OC)c(OC)c1OC	15%	0%	/	11%	7%	6%	0.6	1%	-10%
CCc1ccccc1NC(=O)CCN1C(=O)C2C3CCC(C3)C2C1=O (stereo not drawn)	-1%	-1%	-5	4%	-13%	8%	-0.8	-4%	-10%
O=C(CN1CCCCCC1)N1c2ccccc2Sc2ccc(C(F)(F)F)cc21	1%	1%	/	4%	5%	-20%	-2.4	-10%	-1%
CC(C)NC(=O)Nc1cccc2c1O[C@H](CN(C)S(=O)(=O)c1ccc(F)cc1)[C@@H](C)CN([C@H](C)CO)C2=O	2%	0%	?	-5%	-1%	5%	-0.4	2%	19µM*
Cc1ccc(N2C(=O)c3ccc(C(=O)NCCN4CCOCC4)cc3C2=O)cc1	14%	8%	-4	-4%	4%	9%	1.4	0%	-1%
COC(=O)[C@@H]1[C@@H](C)N(Cc2ccccc2)C(=O)N[C@H]1c1cccc(C(F)(F)F)c1	20%	?	1	1%	-17%	-6%	0.8	6%	2%
COc1ccc(/C(C)=N\n2cnnc2)cc1	-32%	-4%	0	-1%	13%	11%	0.5	2%	1%
N#CC(=C=[N-])/C=C(\C(=O)c1ccccc1)[n+]1ccccc1	3%	-9%	3	-2%	8%	3%	-4.4	-8%	-13%
O=S(=O)(Nc1ncccn1)c1ccc(NC(=S)Nc2ccccc2Cl)cc1	-9%	-1%	1	3%	-12%	-4%	-0.4	2%	-23%
CC(C)CN(C(=O)CCCSc1nc2ccccc2[nH]1)c1c(N)n(Cc2ccccc2)c(=O)[nH]c1=O	14%	5%	1	-5%	-15%	-31%	-0.3	2%	-15%
Cc1ccc(S(=O)(=O)NC(C(=O)N2CCOCCOCCOCC2)C(C)C)cc1 (stereo not drawn)	-13%	4%	-8	1%	7%	-9%	2.2	-5%	-3%
CN1[C@@H](COCc2ccccc2)C=CS1(=O)=O	-11%	-5%	3	-4%	-8%	0%	0.1	-21%	-4%
Cc1cccnc1NC(=O)C1CC(=O)N(c2ccc3c(c2)OCCO3)C1 (stereo not drawn)	5%	0%	-6	-13%	-6%	-4%	-1.0	-1%	4%
Cc1ccc(-c2nnc(OCc3nc4ccccc4n3C)c3ccccc23)cc1	12%	1%	-1	-7%	0%	-8%	-2.0	-1%	-12%
CCN1CCN(c2ccc(NC(=O)CC3OC(=O)c4ccccc43)cc2C)CC1 (stereo not drawn)	-23%	2%	0	3%	0%	-2%	1.3	0%	-9%
COc1ccc(N2CCN(C(=O)COC(=O)CNC(=O)c3cccc(OC(F)F)c3)CC2)cc1	6%	0%	-7	-8%	-2%	0%	0.1	-13%	2%
Cc1cccc(OCCNS(=O)(=O)c2ccc(Cl)cc2)c1	22%	4%	1	0%	-16%	-4%	-0.2	15%	4%
CN(C[C@@H](Cc1cccc2ccccc12)N(C[C@H](Cc1ccccc1)N(CCc1ccccc1)N=O)N=O)N=O	13%	9%	-2	-8%	-2%	?	0.3	3%	-14%
Cc1cc(C)cc(C(=O)NCC(=O)OCc2nc(N)nc(Nc3ccccc3C)n2)c1	6%	4%	-5	-7%	-19%	0%	4.2	2%	3%
Nc1nc(Nc2ccccc2)nc(NC2CCCCC2)c1[N+](=O)[O-]	16%	2%	-12	-2%	-26%	79µM*	-5.0	36%	-3%
CCC(=O)Nc1ccc(NC(=O)c2ccccc2)nc1	5%	-4%	-1	-7%	-2%	5%	-0.2	-13%	-13%
CC(C)C[C@@H]1Cc2[nH]c(=S)[nH]c(=O)c2[C@H](CCc2ccccc2)O1	6%	15%	10	-11%	-22%	-1%	-1.3	-8%	-13%
COc1ccc(C(=O)Nc2cnccn2)cc1[N+](=O)[O-]	-8%	-8%	7	12%	-21%	5%	-1.5	10%	0%

# Entries of single compounds as entered above. Screens in order: FUS suppressor	aSyn rescue	PI5P4K alpha inh	EPAC1 agonist	EPAC1 antagonist	WRN helicase inh	IL-2 act	Abeta yeast res	PLK1 PBD inh
# CN(C[C@@H](Cc1cccc2ccccc12)N(C[C@H](Cc1ccccc1)N(CCc1ccccc1)N=O)N=O)N=O as listed: 13%	9%	-2	-8%	-2%	?	0.3	3%	-14%
# Cc1cc(C)cc(C(=O)NCC(=O)OCc2nc(N)nc(Nc3ccccc3C)n2)c1 as listed: 6%	4%	-5	-7%	-19%	0%	4.2	2%	3%

# Additional results
SMILES	FUS suppressor	aSyn rescue	PI5P4K alpha inh	EPAC1 agonist	EPAC1 antagonist	WRN helicase inh	IL-2 act	Abeta yeast res	PLK1 PBD inh
N#Cc1ccccc1NC(=O)CNc1ccccc1N1CCCCC1	24%	0%	7	12%	4%	0%	0.0	-8%	2%
CCOc1ccc(OCCCC(=O)Nc2nc3ccccc3[nH]2)cc1	-6%	0%	-2	-7%	6%	2%	5.5	-1%	0%
CN1C(=O)CON=C1c1cccc2ccccc12	-18%	0%	-1	-10%	-2%	5%[57.1 µM]	0.0	-3%	8%
Cc1cccc(CSc2nnc([C@@H]3CCCN3)o2)c1	-6%	0%	9	4%	4%	-6%	4.7	10%	-1%
COCCn1c(Sc2ccc(C)cc2)nc2c1c(=O)[nH]c(=O)n2C	4%	-2%	1	1%	6%	-18%	1.3	-26%	-6%
COc1ccc(NC(=O)CN(C)C(=O)c2ccc(C)s2)cc1	-17%	6%	2	-9%	5%	3%	-0.1	28%	-1%
CC(C)C(NC(=O)CCNC(=O)c1ccc(C(C)(C)C)cc1)c1nc2ccccc2[nH]1 (stereo not drawn)	/	1%	1	-18%	-8%	-4%	-0.1	7%	4%
Cc1cc(C(=O)COc2cccc3cccnc23)c(C)n1C	14%	2%	-2	15%	-27%	6%	1.5	1%	-27%
N#Cc1ccc(C(=O)NCC(c2ccco2)N2CCCCC2)cc1 (stereo not drawn)	-22%	1%	-8	5%	-2%	2%	-1.3	27%	5%

# Assay outcomes (PubChem)
